High-throughput results: PubChem BioAssay, The Scripps Research Institute Molecular Screening Center
M5 PAM = potentiates acetylcholine response at human M5 receptor; CHO-K1 hM5, Fluo-8 calcium, ACh EC20 PAM; 0% = ACh EC20, 100% = ACh EC100; activation, % at 3 µM; hit rate 0.3% among 360,000; AID 624038;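 active = activation above the run cutoff, the mean activation of all test compounds plus 3 SD, cut at about 18% in these data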
Target sequence (P08912 whole entry, looked up): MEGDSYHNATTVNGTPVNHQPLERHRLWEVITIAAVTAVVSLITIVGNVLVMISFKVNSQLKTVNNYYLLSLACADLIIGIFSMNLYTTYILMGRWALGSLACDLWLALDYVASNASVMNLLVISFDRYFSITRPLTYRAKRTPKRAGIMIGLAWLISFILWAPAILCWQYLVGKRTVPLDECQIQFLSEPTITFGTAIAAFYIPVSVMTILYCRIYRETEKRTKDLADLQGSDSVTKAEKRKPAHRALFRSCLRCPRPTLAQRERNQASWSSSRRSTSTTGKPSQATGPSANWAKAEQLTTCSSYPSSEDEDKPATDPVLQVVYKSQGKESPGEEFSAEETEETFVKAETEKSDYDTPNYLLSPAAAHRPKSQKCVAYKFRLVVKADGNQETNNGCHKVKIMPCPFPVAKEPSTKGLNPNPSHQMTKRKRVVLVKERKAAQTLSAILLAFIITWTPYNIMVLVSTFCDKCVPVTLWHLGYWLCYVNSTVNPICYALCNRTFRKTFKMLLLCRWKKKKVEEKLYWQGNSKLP
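System: CHO-K1 cell line with stable human muscarinic M5 receptor expression | Also added: EC20 acetylcholine as agonist stimulus | Compound: One concentration, 3 µM final (nominal) | Timing: Fluo-8 loading 80 min at 37 °C plus 30 min room temperature | Measured by: Fluo-8 calcium dye fluorescence, kinetic read | Read-out basis: % activation, ACh-normalized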
M5 ag = agonists of human muscarinic M5 receptor (CHRM5) | CHO-K1 hM5 cells, Fluo-8 calcium fluorescence; 0% DMSO wells, 100% maximal acetylcholine response | activation, % at 3 µM | hit rate 0.19% among 360,000 | AID 624037;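 active = activation above the run's mean over test compounds plus 3 SD, cut at about 23% in these data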;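 also: signal is peak over basal fluorescence ratio across the kinetic read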
M4 antag = blocks acetylcholine activation of human M4 receptor | CHO-hM4 cells, ACh EC80, Fluo-8 calcium fluorescence | inhibition, % at 3 µM | hit rate 0.73% among 360,000 | AID 624125;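 active = inhibition above its plate's cutoff, the mean inhibition of sample wells plus 3 SD, cut at about 27% in these data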;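 also: 0% = acetylcholine EC80 with DMSO and 100% = DMSO without agonist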
Target sequence (P08173 whole entry, looked up): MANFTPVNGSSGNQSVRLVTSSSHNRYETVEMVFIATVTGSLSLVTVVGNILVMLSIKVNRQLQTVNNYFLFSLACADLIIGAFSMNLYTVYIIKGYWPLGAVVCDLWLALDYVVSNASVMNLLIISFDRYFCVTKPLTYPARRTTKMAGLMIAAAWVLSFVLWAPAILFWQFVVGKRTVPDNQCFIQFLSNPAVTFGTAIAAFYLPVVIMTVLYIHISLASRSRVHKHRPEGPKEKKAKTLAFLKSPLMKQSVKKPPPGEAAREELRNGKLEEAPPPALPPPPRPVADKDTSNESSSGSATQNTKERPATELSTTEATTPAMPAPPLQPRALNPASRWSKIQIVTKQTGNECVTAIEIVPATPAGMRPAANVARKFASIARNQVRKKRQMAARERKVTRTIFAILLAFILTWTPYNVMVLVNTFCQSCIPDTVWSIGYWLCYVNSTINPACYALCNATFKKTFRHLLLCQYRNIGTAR
CHO-K1 Ca PAM = counter-screen for M1 PAMs: effect in parental CHO-K1 cells | activation, % at 3 µM | ATP EC20, Fluo-8 calcium fluorescence; 0% at ATP EC20, 100% at ATP max | hit rate 0.02% among 360,000;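 active = activation above the run cutoff, the mean activation of all test compounds plus 3 SD, cut at about 40% in these data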;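 also: peak over basal fluorescence ratio in a 140 s read after ATP addition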
CHO-K1 Ca antag = M1 antagonist counterscreen hit in parental CHO-K1 cells; ATP-induced calcium, Fluo-8 fluorescence; inhibition, % at 3 µM; hit rate 0.6% among 360,000; AID 602250;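 active = inhibition above a per-plate cutoff, the plate's mean sample inhibition plus 3 SD, cut at about 24% in these data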;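 also: 0% = DMSO plus EC80 ATP and 100% = DMSO alone without ATP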
CHO-K1 Ca ag = nonselective activator or artifact in parental CHO-K1 cells. Fluo-8 calcium fluorescence; scaled to maximal ATP response, vehicle zero. activation, % at 3 µM. hit rate 0.48% among 360,000; in the data active = activation above about 15%;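 also: untransfected CHO-K1 host cells lacking M1 receptor as counterscreen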
M4 ag = agonists of human muscarinic M4 receptor (CHRM4); P08173; CHO-K1 hM4/Gqi5, Fluo-8 calcium fluorescence; vehicle 0%, full acetylcholine response 100%; activation, % at 3 µM; hit rate 0.14% among 360,000; AID 624127;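 active = activation above the run mean over all test wells plus 3 SD, cut at about 32% in these data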;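 also: peak over basal fluorescence ratio per well then scaled between controls; 0% = DMSO wells and 100% = acetylcholine at EC100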
M4 PAM = potentiates acetylcholine response at human M4 receptor | P08173 | CHO-K1 hM4/Gqi5, Fluo-8 calcium fluorescence, ACh EC20; 0% = ACh EC20, 100% = maximal ACh | activation, % at 3 µM | hit rate 0.4% among 360,000 | AID 624126;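 active = activation above its plate's cutoff, the mean activation of sample wells plus 3 SD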; also: some results filed as inactive read as strong as hits
CHRM5 antagonist = CHRM5 antagonism in calcium assay; AID 624040; CHO-hM5 cells, Fluo-8 calcium fluorescence, ACh EC80; inhibition, % at 3 µM; hit rate 0.59% among 360,000;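 active = inhibition above a per-plate cutoff, the mean of that plate's test compounds plus 3 SD, cut at about 27% in these data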;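 also: 0% = acetylcholine EC80 with DMSO and 100% = DMSO without agonist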
Starred values were filed as active, the others as inactive.

Results follow in this order: M5 PAM	M4 PAM	CHO-K1 Ca antag	M4 ag	M4 antag	M5 ag	CHO-K1 Ca PAM	CHRM5 antagonist	CHO-K1 Ca ag
O=C(Nc1ccc(S(=O)(=O)Nc2ncccn2)cc1)C12CC3CC(CC(C3)C1)C2
  0	2	12	1	-2	-4	18	2	0.4
CNc1cccc(-c2ccc(N3CCN(C)CC3)nc2)n1
  4	2	-9	0	-4	0	20	1	0.3
Cc1ccc(S(=O)(=O)N(C)CC(=O)O/N=C(\N)c2ccc([N+](=O)[O-])cc2)cc1
  -3	4	-4	3	-11	1	19	-3	1.4
Cc1onc(-c2ccccc2Cl)c1C(=O)NCc1ccccc1
  -1	3	-11	0	-6	-3	14	-3	1.4
Cc1cccc(-n2c(O)c(C=NCc3ccccn3)c3ccccc3c2=O)c1
  -2	8	-8	3	-3	1	25	-8	1.1
COc1nc(OC)nc(N2CCC(C(=O)NC3CC3)CC2)n1
  -1	-6	-11	1	-6	0	13	11	0.9
C[C@H](NCc1c[nH]c2ccccc12)c1ccccc1
  -4	-4	-19	3	16	6	17	5	3.2
CCc1cccc2c(C(=O)CSc3nnc(-c4ccncc4)n3C)c[nH]c12
  0	-2	2	1	1	-2	9	4	0.1
COc1ccc2c(c1)c(=O)c(Br)c(C)n2Cc1ccccc1
  -5	5	-16	-1	-4	-3	21	3	0.9
COCCNC(=S)Nc1ccc(N2CCOCC2)c(S(=O)(=O)Nc2ccccc2OC)c1
  1	-1	-7	6	-7	4	15	5	4.4
COCCN(CC(=O)Nc1cccc(C)c1C)C(=O)Cn1cnc2ccccc2c1=O
  4	3	-6	1	-6	2	13	5	1.1
CN1C(=O)/C(=C/c2ccccc2OCc2ccc(F)cc2)N(C)C1=S
  -20	-38	-1	-1	97*	-7	-4	77*	-0.8
COc1cc(CNC(=O)Nc2cccn3nc(COCCO)nc23)cc(OC)c1OC
  1	7	-11	1	-21	1	-1	3	0.1
CCN(CC)c1ccc(C(=O)OCC(=O)N2CCN(c3ccccc3)CC2)cc1
  -3	-3	8	1	0	-1	5	0	0.0
COc1cccc(C(=O)NCC(c2ccco2)N2CCOCC2)c1 (stereo unspecified)
  8	10	-2	0	2	3	-10	-2	0.1

(continued)
Results follow in this order: M5 PAM	M4 PAM	CHO-K1 Ca antag	M4 ag	M4 antag	M5 ag	CHO-K1 Ca PAM	CHRM5 antagonist	CHO-K1 Ca ag
CNC(=O)CN(Cc1ccccc1)S(=O)(=O)c1ccc(Cl)cc1
  -7	-4	0	1	1	-1	2	13	0.3
COc1ccc(Cc2nc(-c3ccc(-n4cccc4)cc3)no2)cc1OC
  -6	-4	-9	6	-4	3	9	0	1.1
O=C(O)c1cc2cc(F)ccc2[nH]1
  -7	-4	6	0	-7	0	-9	5	0.2
CC(=O)c1sc(N/N=C/c2ccc(C(C)C)cc2)nc1C
  -15	0	-8	0	0	-11	6	-4	0.2
Cc1cccc(C(=O)OCC(=O)N(CC(C)C)c2c(N)n(Cc3ccccc3)c(=O)[nH]c2=O)c1O
  -1	7	-16	0	-8	2	3	10	0.7
CCOc1ccc(N(C(=O)c2snc(C(N)=O)c2N)C(C(=O)NC2CCCC2)C(C)C)cc1 (stereo unspecified)
  -1	-5	8	1	1	2	-4	15	-0.8
Cc1ccccc1-n1nc2c(c1NC(=O)c1c(-c3ccccc3Cl)noc1C)CS(=O)(=O)C2
  2	4	-3	1	5	2	-7	-1	0.3
COc1ccc(C2C(C(=O)c3sc(C)nc3C)=C(O)C(=O)N2CCN(C)C)cc1 (stereo unspecified)
  -4	9	-6	0	-3	-3	15	4	-0.1
CCOC(=O)c1ccc(Nc2nc(N3CCOCC3)nc(N3CCOCC3)n2)cc1
  1	3	-17	1	-8	-3	20	3	0.2
CCOC(=O)N1CCC(Nc2c(NCCCN3CCN(c4ccc(OC)cc4)CC3)c(=O)c2=O)CC1
  3	-6	-16	0	3	-6	14	4	0.3
CCOc1ccc(S(=O)(=O)N/N=C(\C)C2CCCCC2)cc1
  0	2	-7	0	2	-1	20	-1	0.9
COc1ccc2[nH]c3c(c2c1)CCN1C(=O)C(CC(=O)NCCN2CCOCC2)C[C@H](C(=O)N2CCOCC2)[C@@]31CCC1CCCC1 (stereo partly specified)
  -1	3	-4	1	-6	0	6	4	0.2
C/C(CCC1CC(C)OC1=O)=N\NC(N)=O (stereo unspecified)
  -3	-7	-10	0	-20	-8	14	7	1.2
Cc1cc(OC(=O)c2ccc(S(=O)(=O)N3CCCC3)cc2)c([N+](=O)[O-])c(=O)[nH]1
  8	-3	21	0	5	1	-12	-13	-0.3
COc1cccc(N2CCN(C(=O)c3cccn4c(=O)c5c(C)c(C)sc5nc34)CC2)c1
  19*	3	-3	2	2	8	11	-15	0.0

(cont.)
Results follow in this order: M5 PAM	M4 PAM	CHO-K1 Ca antag	M4 ag	M4 antag	M5 ag	CHO-K1 Ca PAM	CHRM5 antagonist	CHO-K1 Ca ag
COc1cccc(C(=O)CC(=O)C(=O)Nc2ccc([N+](=O)[O-])cc2C)c1
  -8	0	-8	1	4	-4	-11	12	0.6
CN1CCN(c2ccc(CNC(=O)C3Cc4c(-c5ccccc5Oc5ccccc5)ccnc4O3)cc2)CC1 (stereo unspecified)
  -12	-1	0	2	-10	-4	12	-3	0.4
O=C(CN=C1NC(=O)C(c2ccccc2)(c2ccccc2)N1)NCc1ccc(F)cc1
  -3	6	-6	0	-3	-2	23	8	0.1
COc1ccc(Br)cc1C1Nc2ccccc2C(=O)N1NC(=O)c1ccncc1 (stereo unspecified)
  -3	-11	6	5	8	-1	-6	1	2.0
COc1ccc(-c2noc(CCC(=O)NCCN3CCN(c4ccccc4F)CC3)n2)cc1
  -11	-16	0	7	0	4	2	9	9.2
Cc1ccccc1-c1n[nH]c(=S)n1/N=C/c1c(C)nn(-c2ccccc2)c1C
  -3	0	13	0	1	-6	-13	0	0.2
CCCC(C)C(=O)Nc1ccc(C(N)=O)cc1 (stereo unspecified)
  0	13	-10	0	4	-3	26	1	0.7
COC(=O)c1ccc(Cn2cnc3c(sc4nc(N5CCOCC5)c5c(c43)CCCC5)c2=O)o1
  0	-3	-8	0	-6	-13	19	-9	0.5
O=Cc1sc(=O)n(Cc2cccc(C(=O)O)c2)c1Cl
  3	-2	-17	0	-5	-2	21	3	0.6
Cc1cc(C)c(NC(=O)c2ccc3c(c2)CCN3S(C)(=O)=O)c(C)c1
  -1	1	-19	4	-3	-1	10	0	4.7
CCc1ccc(N(CC)C(=O)c2cn(C)c(=O)c3ccccc23)cc1
  1	-2	-9	0	0	-6	8	2	1.3
Cn1c(=O)oc2cc(S(=O)(=O)NCCC(=O)NC3CCCc4ccccc43)ccc21 (stereo unspecified)
  7	6	-13	1	-4	-1	21	-6	2.0
CN(C)/C=C(\C#N)C(=O)c1cccnc1Oc1cccc(F)c1
  -3	6	-11	1	-11	-4	14	9	0.6
CN1/C(=C\C(=O)c2oc3ccccc3c2N)C(C)(C)c2ccccc21
  -12	-4	0	6	2	0	13	-2	3.6
O=C(O)C[C@H]1c2cc(F)ccc2S(=O)(=O)N1C1CCN(Cc2ccccc2)CC1
  -14	1	23	1	1	-3	-19	5	-0.2

Sorted by value in M4 ag (falling): 3 from the list above.
mol,M4 ag
Cc1cc(C)c(NC(=O)c2ccc3c(c2)CCN3S(C)(=O)=O)c(C)c1,4
COc1cc(CNC(=O)Nc2cccn3nc(COCCO)nc23)cc(OC)c1OC,1
COc1ccc(C2C(C(=O)c3sc(C)nc3C)=C(O)C(=O)N2CCN(C)C)cc1 (stereo unspecified),0

(further entries)
Results follow in this order: M5 PAM	M4 PAM	CHO-K1 Ca antag	M4 ag	M4 antag	M5 ag	CHO-K1 Ca PAM	CHRM5 antagonist	CHO-K1 Ca ag
CC(=O)N1CC(C)Sc2ccc(S(=O)(=O)N3CCCCC3)cc21 (stereo unspecified)
  18	0	-12	5	-8	2	18	-21	2.4
COc1ccc(OC)c(C2NC(=O)NC(C)=C2C(=O)OC2CCCCC2)c1 (stereo unspecified)
  14	3	-17	-1	-11	-4	28	-3	0.3
CCN(CC)S(=O)(=O)c1ccc2c(c1)C(=NO)c1cc(S(=O)(=O)N(CC)CC)ccc1-2
  -8	-8	10	0	7	7	9	5	0.7
CC1CCN(S(=O)(=O)c2ccc(C(=O)N3CCCC3C(=O)O)cc2)CC1 (stereo unspecified)
  8	15	-18	1	-9	2	11	-4	-0.2
CC(C)Oc1cccc(-c2cc(C(=O)NN3CCOCC3)c3ccccc3n2)c1
  -11	-6	8	12	-6	-1	-8	22	3.0
Cc1[nH]nc(SCC(=O)NCc2ccc(Cl)cc2)c1[N+](=O)[O-]
  -7	6	-11	5	-5	-4	17	6	3.5
CC(N=Cc1nc(-c2ccccc2)oc1O)c1ccccc1 (stereo unspecified)
  1	0	-13	0	-4	-1	18	-10	0.5
COc1cc(-c2cc(-c3ccc(O)cc3)nc(N)c2C#N)ccc1O
  0	-2	1	8	-3	4	9	2	2.3
Cc1nc2ccccc2c(=O)n1NC(=O)c1ccccc1[N+](=O)[O-]
  -11	-2	-6	1	-2	-1	11	14	0.4
O=C(N/C(=C/c1ccco1)C(=O)N1CCCCC1)c1cccs1
  4	-1	-12	3	4	2	8	2	0.8
CCc1ccc(CNC(=O)C2CCCN(S(=O)(=O)N3CC(C)CC(C)C3)C2)cc1 (stereo unspecified)
  4	-2	-11	0	1	3	9	-8	-0.1
COc1ccc(CNC(=O)c2cnn3c(C(F)F)cc(C)nc23)cc1OC
  -6	8	26*	6	-17	7	-5	2	3.9
O=[N+]([O-])c1ccc(S(=O)(=O)Nc2ccc(-c3ccccc3)cc2)cc1
  -9	-3	2	2	-8	1	2	4	0.3
COc1ccc(C(=O)NC(=S)NCc2cccnc2)cc1Cl
  -4	2	-9	0	0	-3	13	21	2.7
COc1ccc(-c2c(C)cc3oc(=O)cc(-c4ccccc4)c3c2C)cc1OC
  5	-1	-8	0	0	0	13	-14	4.8

New compounds follow
Results follow in this order: M5 PAM	M4 PAM	CHO-K1 Ca antag	M4 ag	M4 antag	M5 ag	CHO-K1 Ca PAM	CHRM5 antagonist	CHO-K1 Ca ag
COc1ccc(Cl)cc1NC(=O)CN(C)CC(=O)NC(C)c1ccccc1 (stereo unspecified)
  5	-4	-10	1	-3	0	8	5	1.5
Cc1nn(C)cc1CNC(=O)Nc1cccc(Cl)c1
  8	7	-10	3	-7	-5	17	-1	0.7
Cc1ccc(-c2cc(C(=O)OCC(=O)N(C)C3CCS(=O)(=O)C3)c3ccccc3n2)o1 (stereo unspecified)
  -2	6	-4	3	-6	2	13	-5	0.8
CCC(C)c1ccccc1N1CC(C(=O)Nc2ccc(N3CCOCC3)cc2)CC1=O (stereo unspecified)
  -7	-3	-14	2	0	1	-4	7	0.4
Cc1cc(SCC(=O)NCCN2C(=O)CSC2=O)nc2ccccc12
  3	0	2	3	2	0	16	-9	0.0
COc1cnn(-c2ccc(F)cc2)c(=O)c1Br
  -1	0	-7	1	-2	0	16	-13	2.4
CCOC(=O)c1nn(-c2ccccc2)c(=O)cc1SC(C)C
  -7	1	-4	0	4	-2	9	3	-0.4
CCOC(=O)C1CCN(C/C=C/c2ccccc2)CC1
  -3	-1	-13	0	-1	-19	21	-5	1.4
Nc1ccc(/C=C/C(=O)c2ccco2)cc1
  -1	-5	-1	2	9	5	13	2	5.9
CC1(C(=O)NCc2cccs2)Cc2c(-c3ccc(C(N)=O)cc3)ccnc2O1 (stereo unspecified)
  6	8	0	1	-14	3	2	-6	0.3
